# PI4K2A inh: blocks human PI4K2A kinase activity | Q9BTU6 | purified PI4K2A, ADP-Glo luminescence, 1 h; hits give low values | activity change, negative = inhibition, % at 76.9 µM | 420,000 compounds, 0.13% hits | AID 1346378; in the data active = activity change below about -50%; inconclusive = mostly about -30% to -49%;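 also: -100% = wells without enzyme as full effect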
#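 Compounds are screened against recombinant PI4K2A using PI as substrate and ATP, the latter dispensed at 300 microM. Reactions run one hour at ambient temperature before ADP-Glo detection; full inhibition defined by wells lacking enzyme.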
# Vif-A3F inh: inhibitors of Vif-A3F interaction; HeLa A3F-eYFP + Vif (tagged APOBEC3F with the HIV-1 protein that degrades it), YFP fluorescence increase; 390,000 compounds, 0.2% hits; Potency, µM (series often up to 46.1 µM), without a hit: top-dose activity, negative = active; AID 602313; also: potency is read from the fitted curve at half-maximal effect; % of control where 0% means no effect; nearly all actives have a fitted effect of over 65% in size
#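 Fluorescence increase (Ex 488/Em 500-530) after overnight compound treatment at 37 deg C flags inhibition of Vif-driven A3F-eYFP loss in stable HeLa A3F-eYFP/Vif cells seeded overnight beforehand.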
# RXFP1 ag: agonists of human relaxin receptor RXFP1 | HEK293T-RXFP1 cAMP TR-FRET, 30 min; response scale: percent of porcine relaxin response, buffer zero | AID 2676 | Potency, µM (highest dose often 57.5 µM), inactives show top-dose activation, hits mostly activators | 370,000 compounds, 0.3% hits | Q9HBX9; also: potency is read from the fitted curve at half-maximal effect; % is scaled to controls: 0 for no effect and ±100 for the full control effect; nearly all actives have a fitted effect of over 60% in size; many of its hits are not listed in these tables
#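 cAMP rise read by TR-FRET after 30 min, 37C compound exposure (up to 58 uM) in RXFP1-transfected HEK293 cells with Ro 20174 present. EC50 from Hill-equation fits, with 29 nM porcine relaxin as 100% and buffer as basal.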
# LDHA block: blocks human lactate dehydrogenase A; activity change, % (values are at about 110 or 230 µM); 480,000 compounds, 0.15% hits; purified LDHA, NADH/diaphorase-resazurin fluorescence; hits give low values; AID 1347041; P00338; in the data active = activity change below about -30%; inconclusive = mostly about -25% to -30%;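 also: plate controls were DMSO wells for no effect and wells without enzyme for full effect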
#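 LDH5 2 nM; NADH 0.06 mM, pyruvate 0.2 mM; 200 mM Tris pH 7.4, EDTA, Tween-20; 5 min RT. Detection: diaphorase 0.133 mg/mL + resazurin 37 µM, fluorescence ex540/em590 at 0 and 20 min; normalized to enzyme-free and DMSO wells.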
# Glioma ERSR ind: induces the endoplasmic reticulum stress response in human glioma cells; U87-MG GRP78 promoter luciferase reporter, 16 h; Potency, µM, for the others: top-dose activation, most hits filed as activators; 420,000 compounds, 0.02% hits; AID 602332; also: potency is read from the fitted curve at half-maximal effect; series mostly up to about 76 µM; % of control where 0% means no effect; nearly all actives have a fitted effect of over 35% in size
#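 Stably transfected U87-MG glioma cells carrying a GRP78-based luciferase sensor; 16 h compound incubation. Luminescence end-point read 10 min after Bright-Glo addition at room temperature.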
# USP1 inh: blocks the human USP1/UAF1 deubiquitinase complex; O94782; recombinant USP1/UAF1, Ub-Rhodamine cleavage fluorescence; Potency, µM (titrated, usually from 57.1 µM), without a hit: at the highest dose activity change, negative = inhibition, most hits filed as inhibitors; 390,000 compounds, 0.23% hits; AID 743255; also: potency is read from the fitted curve at half-maximal effect; % is scaled to controls: 0 for no effect and ±100 for the full control effect; nearly all actives have a fitted effect of over 60% in size; inactives centre near -12
#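 USP1/UAF1 complex (1 nM) preincubated 15 min at room temperature with compound, then Ub-Rho substrate (150 nM final) added. Kinetic fluorescence at 480/540 nm over 6 reads at 60 s intervals; 50 mM HEPES pH 7.8, 0.5 mM EDTA, 0.1 mg/ml BSA, 1 mM TCEP, 0.01% Tween-20.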
# IDH1 R132H inh: blocks human mutant IDH1 R132H enzyme. Potency, µM (series often up to 76.6 µM), for inactives: top-dose activity change, negative = inhibition, actives largely listed as inhibitors. IDH1-R132H enzyme, NADPH consumption, diaphorase/resazurin fluorescence. 390,000 compounds, 0.093% hits. O75874; also: potency is read from the fitted curve at half-maximal effect; % is scaled to controls: 0 for no effect and ±100 for the full control effect; nearly all actives have a fitted effect of over 65% in size
# Target sequence (O75874 whole entry R132H, stated change not applied): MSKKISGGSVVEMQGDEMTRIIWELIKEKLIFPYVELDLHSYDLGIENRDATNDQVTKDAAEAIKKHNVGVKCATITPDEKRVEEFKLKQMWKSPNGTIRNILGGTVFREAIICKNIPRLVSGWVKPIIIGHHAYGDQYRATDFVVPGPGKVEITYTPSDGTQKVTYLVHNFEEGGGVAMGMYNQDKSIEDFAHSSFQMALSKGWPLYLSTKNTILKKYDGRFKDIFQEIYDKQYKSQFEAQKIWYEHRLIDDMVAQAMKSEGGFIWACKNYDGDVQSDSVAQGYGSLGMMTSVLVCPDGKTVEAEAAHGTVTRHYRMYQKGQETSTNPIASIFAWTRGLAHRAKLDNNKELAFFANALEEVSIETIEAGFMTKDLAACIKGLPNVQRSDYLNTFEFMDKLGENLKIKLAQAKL
#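 IDH1-R132H (0.5 ug/mL dispensed) in pH 7.5 Tris buffer was preincubated 30 min with compound, then given a substrate mix of 0.016 mM NADPH and 2 mM alpha-KG for 80 min at room temperature; remaining NADPH was read by diaphorase/resazurin fluorescence.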
# TrxR1 substrate: substrates of rat thioredoxin reductase 1; O89049; purified TrxR1 substrate turnover, NADPH consumption readout; Potency, µM (doses to about 114 µM), without a hit: at the highest dose activity change, negative = substrate turnover; 390,000 compounds, 0.01% hits; also: potency is read from the fitted curve at half-maximal effect; % is scaled to controls: 0 for no effect and ±100 for the full control effect; nearly all actives have a fitted effect of over 50% in size
# Target sequence (O89049 whole entry, looked up): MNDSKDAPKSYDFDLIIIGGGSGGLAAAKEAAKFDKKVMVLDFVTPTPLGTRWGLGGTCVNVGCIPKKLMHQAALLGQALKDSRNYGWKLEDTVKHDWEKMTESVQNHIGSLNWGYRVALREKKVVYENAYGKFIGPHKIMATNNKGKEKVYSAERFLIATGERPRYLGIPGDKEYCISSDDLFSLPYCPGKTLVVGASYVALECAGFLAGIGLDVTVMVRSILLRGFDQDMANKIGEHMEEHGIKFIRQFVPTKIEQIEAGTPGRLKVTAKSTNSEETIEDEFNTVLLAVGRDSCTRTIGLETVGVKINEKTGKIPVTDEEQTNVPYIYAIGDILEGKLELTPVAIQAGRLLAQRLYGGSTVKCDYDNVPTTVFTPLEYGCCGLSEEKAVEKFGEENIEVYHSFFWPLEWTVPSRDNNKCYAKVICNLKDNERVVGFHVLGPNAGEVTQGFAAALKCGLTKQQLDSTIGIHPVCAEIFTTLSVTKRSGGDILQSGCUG
#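 Rat TrxR1, dispensed at 90 nM, was prereduced with 400 uM NADPH (final) for 5 min at ~22 deg C, then incubated with compound 15 min before 400 uM selenite. A first-read NADPH fluorescence drop versus no-compound background flagged substrates.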
# Vif-APOBEC3G blk: inhibitors of Vif-APOBEC3G interaction | HeLa A3G-eYFP + Vif (tagged APOBEC3G with the HIV-1 protein that degrades it), YFP fluorescence, overnight | Potency, µM (highest dose often 46.1 µM), for inactives: top-dose activity, negative = active, actives largely listed as inhibitors | 410,000 compounds, 0.076% hits;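 also: potency is read from the fitted curve at half-maximal effect; % is scaled to controls: 0 for no effect and ±100 for the full control effect; nearly all actives have a fitted effect of over 60% in size; hits raise eYFP signal because A3G escapes Vif-driven loss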
#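 Read-out is eYFP fluorescence (Ex 488/Em 500-530) from Vif-expressing HeLa A3G-eYFP cells; more signal means A3G escaped Vif-mediated degradation. Cells plated overnight, compound pinned in, incubated overnight at 37 deg C.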
# Numbers without * were called inactive; u = inconclusive; x = not tested or not shown; & = joins results of further samples; [ ] = another dose, or the depositor's remark. Unless noted, calls follow the shape of the dose curve; as a rule, active = well fitted curve in the direction sought with a large enough effect; inconclusive = small, poorly fitted or top-dose-only effect, or another doubt; inactive = no such curve, though single readings can be large; an effect the other way counts as inactive or inconclusive. A portion of the library; count on the stated rates, not on these rows.
SMILES,PI4K2A inh,Vif-A3F inh,RXFP1 ag,LDHA block,Glioma ERSR ind,USP1 inh,IDH1 R132H inh,TrxR1 substrate,Vif-APOBEC3G blk
COc1ccc(NC(=O)N(C)C[C@H]2Oc3ccc(NC(=O)Cc4ccccc4)cc3C(=O)N([C@H](C)CO)C[C@@H]2C)cc1,-6,-1%,x,5,-4%,-16%,-5%,4%,-1%
CN(c1ccccc1)c1nc(N)c([N+](=O)[O-])c(NC2CCCCC2)n1,-2,0%,0.4%,-2,u,-7%,9%,-7%,0%
CCCCn1nnnc1NCc1ccc(N(CC)CC)cc1,5,-8%,0.1%,-2,-1%,-6%,0%,1%,0%
COc1ccccc1CNCC(O)Cn1c2ccccc2c2ccccc21 (stereo not drawn),-4,-6%,-0.7%,-3,-2%,-15%,21%,-2%,-22%
O=C(CN(CCO)c1ccccc1)Nc1ccc(Cl)c(S(=O)(=O)N2CCOCC2)c1,1,-3%,3.9%,-3,-3%,-15%,9%,0%,3%
CC(C)N(C(=O)Cn1cc(SCC(=O)NCC2CCCO2)c2ccccc21)C(C)C (stereo not drawn),0,-9%,1.3%,-3,-2%,-5%,4%,7%[57.1 µM],0%
COc1ccc(NC2CCCN(C(=O)C3=NNC(=O)CC3)C2)cc1 (stereo not drawn),-1,0%,x,1,-1%,-13%,2%,x,-1%
COc1ccc(CNC(=O)C2(C)Cc3c(-c4ccc(C(N)=O)cc4)ccnc3O2)cc1OC (stereo not drawn),1,x,x,-5,-3%,x,x,x,-4%
Cc1ccccc1C(=O)Nc1ccccc1C(=O)OCc1cc(=O)n2ccsc2n1,-1,-8%,5.4%,4,-3%,u,20%,2%[57.1 µM],0%
COc1ccc(C)cc1NC(=O)Cc1c(C(=O)O)c(C)cn1C,-1,-617%,0.2%,-9,1%,-9%,0%,2%[57.1 µM],1%
Cc1c(C#N)c2ccccc2n1CC(=O)NCCc1c[nH]c2ccccc12,-5,5%,1.0%,-10,0%,-10%,3%,0%,-6%
O=C(NCCCN1CCOCC1)c1cc(-c2ccc(Br)cc2)nc2ccccc12,2,-8%,-0.5%,-6,-1%,-11%,0%,6%,1%
C[C@@H](NCCCn1ccc(NC(=O)OCc2ccccc2)nc1=O)c1cccc2ccccc12,0,-1%,x,-5,-4%,-10%,-2%,-1%,1%
COc1cc2nc(NCCc3cccc(C)c3)n3nc(-c4ccccc4)nc3c2cc1OC,5,-3%,u,2,-3%,-15%,-6%,9%,2%
Clc1nccc2c1ccc1ccccc12,-1,x,x,-7,-5%&-5%&-1%,x,x,3%[57.1 µM],-8%
CCOC(=O)C1CCN(CC(=O)Nc2cc(S(=O)(=O)N3CCCCC3)ccc2Cl)CC1,4,2%,-0.2%,-4,-4%,-15%,4%,-1%,0%
CC(C)C(c1nnnn1C1CCCC1)N1CCOCC1 (stereo not drawn),-6,-4%,1.4%,-3,-6%,-19%,2%,-2%,0%
Cc1cc(NC(=O)CSc2nnnn2-c2ccc(C)c(Cl)c2)no1,0,-14%,-2.8%,-19,0%,-1%,2%,-1%[57.1 µM],1%
Cc1ccc(SCc2[nH]nc3c2C(c2cccnc2)C(C#N)=C(N)O3)cc1 (stereo not drawn),3,0%,0.2%,0,-2%,u,-3%,-17%,-1%
COC(=O)c1ccc(NCC(=O)c2ccccc2)cc1,-12,3%,0.0%,-8,-6%,1%,u,-6%,-5%
COc1ccc(S(=O)(=O)N2CCN(c3cc(-c4ccccc4)nc4ncnn34)CC2)cc1,1,-12%,-0.5%,-4,-1%,-22%,-4%,32%,5%
c1ccc(N2OCC3Cn4c(nc5ccccc54)C32)cc1 (stereo not drawn),-1,1%,-0.3%,2,20%,-3%,1%,-5%[57.1 µM],-3%
CC(C)CCNC(=O)NC(=O)COc1ncnc2sccc12,4,-1%,1.2%,-1,1%,-20%,6%,4%[57.1 µM],-2%
O=C(O)CS(=O)(=O)CC(=O)NCc1cccc(C(F)(F)F)c1,-2,1%,-0.4%,1,-2%,-17%,7%,-2%,1%
CCS(=O)(=O)N1CCc2cc(C(=O)N3CCN(c4ccccc4OC)CC3)ccc21,1,-14%,-2.4%,-1,0%,1%,5%,-9%,-24%

# Following part.
SMILES,PI4K2A inh,Vif-A3F inh,RXFP1 ag,LDHA block,Glioma ERSR ind,USP1 inh,IDH1 R132H inh,TrxR1 substrate,Vif-APOBEC3G blk
O=C(Nc1ccc2c(c1)OCO2)c1cc(-c2cccnc2)nc2ccccc12,2,-3%,1.3%,19,6%,-26%,-3%,-5%,-17%
Cc1ccccc1OCc1nc2ccccc2[nH]1,1,-5%,0.4%,-2,-4%,-24%,9%,8%,-6%
Oc1ccc2ccccc2c1CN1CC2CCC(CC2)C1,5,4%,x,16,-3%,-20%,8%,24%[57.1 µM],5%
Cc1ccnc2nc(C(=O)Nc3ccc4c(c3)OCO4)nn12,-22,-2%,20%,5,-6%,-2%,3%,3%,0%
O=c1oc2ccccc2c2c1ncn2CCN1CCOCC1,-12,-5%,0.8%,-5,1%,-7%,5%,2%,0%
CCn1c2ccccc2c2cc(CC(N)=O)ccc21,0,1%,-1.5%,-1,5%,-15%,-1%,-4%,-2%
CC(=O)Nc1ccc(NC(=O)C(C)OC(=O)/C(C#N)=C/c2ccc(N(C)C)cc2)cc1 (stereo not drawn),2,u,11%,-8,9%,160%[activator],0%,-14%,u
CC(C)N(C(=O)CSc1ccc(S(=O)(=O)N2CCCCC2)cn1)c1ccccc1,-2,3%,2.2%,-10,-6%,-25%,-5%,3%,-6%
CN1CC[C@@H]2C(=O)N3CCc4ccc(Br)cc4[C@@H]3C[C@@H]21,-3,0%,x,2,-4%,-17%,-6%[38.3 µM],13%,-1%
COc1ccccc1CNC(=O)COC(=O)c1ccc(C)c(S(=O)(=O)N2CCOCC2)c1,0,2%,1.3%,-2,-1%,-17%,0%,4%,0%
Cc1nc(-n2nc(C)c(CCC(C)C)c2C)sc1C(=O)Nc1ccc(Br)cc1,1,-2%,17%,-8,0%,4%,-4%,7%,2%
CCOC(=O)C1(Cc2cccc(Cl)c2)CCCN(C(=O)c2ccoc2C)C1 (stereo not drawn),-4,-2%,-2.0%,0,0%,-11%,-10%,-7%,5%
COc1ccccc1-c1nc(SCC(=O)O)n[nH]1,-1,3%,-1.3%,1,-3%,-19%,3%,0%,4%
COC(=O)c1cc(S(=O)(=O)NCC2CCN(Cc3ccc(C)cc3)CC2)cn1C,3&-6,16%&3%,0.2%&6.1%,-10&-3,-5%&1%,0%&-21%,1%&7%,-2%,0%&1%
Cc1ccc(CN2C3CCCC2CC(NC(=O)c2ccc(C)cc2)C3)cc1 (stereo not drawn),3,-6%,0.4%,-3,-3%,-3%,7%,-2%,-3%
COC(=O)N/N=C/C1=CCC2CC1C2(C)C (stereo not drawn),2,2%,3.0%,-6,-1%,-17%,-11%,6%,1%
Cc1ccc(NC(=O)CN2C(=O)C(c3ccccc3)=NC2(C)C)cc1C,2,x,2.2%,-8,x,-14%,x,4%,x
C/C(=N\Nc1ncc(Br)cn1)c1cccc([N+](=O)[O-])c1,-1,3%,-0.1%,0,8%,-21%,1%,-5%,0%
CC(=O)c1c(C)[nH]c(C(=O)N2CCc3ccccc32)c1C,-5,-11%,3.8%,-1,-8%,-6%,-11%,-5%,-5%
COc1ccccc1CNC(=O)/C(C#N)=C/c1ccc(OC)c(OC)c1OC,14,2%,-0.6%,-2,-3%,-21%,25%,-4%,-7%
COc1ccc(Cn2nnc3c(=O)[nH]c(C4CCN(S(=O)(=O)c5ccc(C)cc5)CC4)nc32)cc1,-3,u,-0.6%,1,0%,-18%,-3%,-3%,0%
COCCn1ccc(O)c(Cc2ccccc2)c1=O,5,-12%,-1.6%,-1,-4%,-21%,11%,3%,1%
CN(Cc1cccc(F)c1)C(=O)C(c1ccccc1)c1ccccc1,8,2%,1.7%,-3,-6%,-25%,6%,-2%,2%
CC(=O)c1c(O)cc(C(C)C)n(-c2ccccc2)c1=O,2,-4%,-0.4%,5,-2%,-13%,0%,5%,-1%
COc1ccc(-n2nc(C(=O)Nc3ccccc3OC)c3c4ccccc4n(C)c3c2=O)cc1Cl,-3,5%,-1.5%,-4,-3%,-6%,-13%,5%[57.1 µM],5%
O=C(/C=C/[C@H]1O[C@@H](n2ccc(=O)[nH]c2=O)[C@H](O)[C@@H]1O)NCc1ccccn1,4,x,x,-5,-2%,x,x,x,2%
CCn1c2ccccc2c2nnc(SCC(=O)Nc3c(C)n(C)n(-c4ccccc4)c3=O)nc21,-1,x,18%,5,3%,3%,-2%,-13%,-1%
COc1ccc(NC(=O)N2CCN(S(=O)(=O)c3ccc4c(ccn4C)c3)CC2)c(OC)c1,-12,2%,-2.1%,6,-2%,-23%,2%,2%[57.1 µM],-1%

# Pulled by compound from above, 2 records:
SMILES,PI4K2A inh,Vif-A3F inh,RXFP1 ag,LDHA block,Glioma ERSR ind,USP1 inh,IDH1 R132H inh,TrxR1 substrate,Vif-APOBEC3G blk
Cc1nc(-n2nc(C)c(CCC(C)C)c2C)sc1C(=O)Nc1ccc(Br)cc1,1,-2%,17%,-8,0%,4%,-4%,7%,2%
O=c1oc2ccccc2c2c1ncn2CCN1CCOCC1,-12,-5%,0.8%,-5,1%,-7%,5%,2%,0%

# From PubChem BioAssay
